Compound activity from PubChem BioAssay.
UDG counter = counter-screen for AID inhibitors: uracil-DNA glycosylase inhibition | 91,000 compounds, 0.14% hits | Potency, µM (series often up to 115 µM), inactives show top-dose activity change, negative = inhibition, most hits filed as inhibitors | FRET deamination/UDG coupled assay, UDG read, 4 h; note: nearly all actives have a fitted effect of over 65% in size
AID inhibitor = inhibitors of human activation induced cytidine deaminase; Potency, µM (top dose mostly 115 µM), for the others: top-dose activity change, negative = inhibition, actives largely listed as inhibitors; 91,000 compounds, 0.32% hits; Q9GZX7; AID deamination FRET fluorescence, UDG-coupled, 4 h; note: nearly all actives have a fitted effect of over 25% in size
Target sequence (Q9GZX7 whole entry, looked up): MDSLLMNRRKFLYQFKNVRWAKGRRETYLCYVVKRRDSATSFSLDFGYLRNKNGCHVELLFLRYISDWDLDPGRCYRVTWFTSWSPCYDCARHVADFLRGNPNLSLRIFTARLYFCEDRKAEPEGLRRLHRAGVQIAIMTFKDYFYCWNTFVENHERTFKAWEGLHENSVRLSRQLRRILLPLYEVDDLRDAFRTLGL
The depositor's hits bear a star; ? = inconclusive; & = joins results of further samples; ! = repeats disagree; [ ] = another dose, or the depositor's remark. Calls come from the whole dose curve; as a rule, active = well fitted curve in the direction sought with a large enough effect; inconclusive = small, poorly fitted or top-dose-only effect, or another doubt; inactive = no such curve, though single readings can be large; an effect the other way counts as inactive or inconclusive. % is set by controls: 0 for no effect and ±100 for the full control effect; potency is the fitted concentration of half-maximal effect. Not all compounds are listed, so the mix of outcomes need not match the whole.

Values run as follows: UDG counter	AID inhibitor
1	CC(C)CC(NC(=O)c1cc2ccccc2s1)C(=O)O (stereo not drawn)
    -3%	-7%
2	COc1c(C2CC(=O)Nc3c2ncn3-c2cccc(C(F)(F)F)c2)cc2c(c1OC)OCO2 (stereo not drawn)
    -11%	?
3	CC(=O)Nc1ccc(NC(=O)Cn2nc3nc(Nc4ccccc4)ccn3c2=O)cc1
    4%	4%
4	CCCCCCCc1ccc(-c2nnc(-c3ccc(Br)cc3)o2)cc1
    10%	-2%
5	OC(c1ccccc1)c1nc2ccccc2n1Cc1c(F)cccc1Cl (stereo not drawn)
    -12%[57.5 µM]	-3%
6	CCc1ccc2nc(-c3ccc(C)cc3C)cc(C(=O)O)c2c1
    -9%	-12%
7	Cc1ccc(NC(=O)CCNC(=O)c2ccccc2)cc1S(=O)(=O)N1CCCCC1
    -6%	-2%
8	Cc1c(C(N)=O)[n+](=O)c2ccccc2n1[O-]
    2%	-3%
9	CCOC(=O)c1oc2cc(OCc3cccc(OC)c3)ccc2c(=O)c1-c1ccc(OC)cc1
    16%	7%
10	Cc1ccc2oc(=O)c(S(=O)(=O)c3ccc(F)cc3)cc2c1
    ?	-8%
11	C=CCN1CCN(CC(=O)N(C)C)CC1
    -2%	1%
12	CC(NC(=O)c1ccc(F)cc1)c1nc2ccccc2[nH]1 (stereo not drawn)
    -10%	4%
13	CCOc1cc2ccccc2cc1C(=O)O
    5%	1%
14	CCOc1ccc(NC(=O)Cn2cc(C(=O)c3ccc(F)cc3)c(=O)c3cc4c(cc32)OCO4)cc1
    -1%	-11%
15	Cc1cccc(CSc2nc3c(sc4ccccc43)c(=O)n2CCC(=O)NC(C)C)c1
    -7%[57.5 µM]	-12%
16	O=C(COC(=O)c1ccc(F)c([N+](=O)[O-])c1)Nc1ccc2c(c1)OC1(CCCCC1)O2
    5%	?
17	CCOC(=O)N1CCN(c2nc3ccccc3nc2C(C#N)C(=O)NC2CCCCC2)CC1 (stereo not drawn)
    -2%	-9%
18	COc1cccc(Cn2nnc3c(=O)[nH]c(C4CCN(C(=O)c5ccccc5)CC4)nc32)c1
    -3%	-3%
19	CC(=O)c1ccc(N2CCN(c3ccc4cc(S(=O)(=O)N5CCC(C)CC5)ccc4n3)CC2)cc1
    -2%[57.5 µM]	-18%
20	O=C(Cn1c(=O)n(-c2ccccc2)c(=O)c2c3c(sc21)CCC3)c1ccc(Br)cc1
    2%[57.5 µM]	5%
21	C=CCC(C)(NCc1ccccc1)c1cccs1 (stereo not drawn)
    -6%	-6%
22	Cc1cccn2c(=O)c3cc(C(=O)NCC(C)C)sc3nc12
    -13%[57.5 µM]	6%
23	COC(=O)c1c(NC(=O)CN2CCN(C(=O)C3CCCO3)CC2)sc2c1CCC2 (stereo not drawn)
    3%	-4%
24	CCCCc1ccc(NC(=O)c2cc3c(s2)CCCC3)cc1
    -5%	-10%
25	O=C(Nc1c(NC2CCCC2)c2ccccc2oc1=O)c1cccc(Cl)c1
    6%	2%
26	COc1cccc(C(=O)NCc2ccccc2)c1
    -2%	-7%
27	CCOC(=O)c1scc(-c2ccccc2)c1S(=O)(=O)N1CCN(c2ccc(Cl)cc2)CC1
    ?	-2%
28	COc1ccccc1CN1COc2ccc3c(C)cc(=O)oc3c2C1
    7%	34%[activator]
29	N#CC1(C(=O)Nc2ccc(C(=O)Nc3ccccc3)cc2)CCCC1
    3%	-1%
30	CCOC(=O)c1sc2cccc(F)c2c1S(=O)(=O)N1CCN(c2cccc(Cl)c2)CC1
    ?	-10%

Further compounds follow:
Values run as follows: UDG counter	AID inhibitor
31	Cc1ccc(SCc2cc(=O)[nH]c(N3CCN(c4cccc(C(F)(F)F)c4)CC3)n2)cc1
    36%[activator]	-5%
32	COc1cc2nc(NCC(C)c3ccccc3)n3nc(-c4ccccc4)nc3c2cc1OC (stereo not drawn)
    ?	?
33	Cc1ccc(CN2C(=O)C3(c4ccccc42)N(c2cccc(C(F)(F)F)c2)C(=O)CS3(=O)=O)cc1 (stereo not drawn)
    -9%	26%
34	CCc1ccc(OCCCn2c(-c3ccc(Cl)cc3)nc3ccccc3c2=O)cc1
    5%	5%
35	O=C(CNC(c1ccccc1)(c1ccccc1)c1ccccc1)c1c[nH]c2ccccc12
    -11%	-4%
36	CC(C)CNC(=O)CN1CCN(c2cccc(Cl)c2C#N)CC1
    11%	1%
37	Cc1cc(Cl)ccc1OCc1cc(=O)n2c3c(sc2n1)CCCC3
    0%	14%
38	Cc1c(C)n(C)c2ccc(C(=O)NCc3cccc(F)c3)cc12
    -10%	-9%
39	Cc1ccc(C)c(-c2csc(Nc3ccc(S(=O)(=O)Nc4nc(C)cc(C)n4)cc3)n2)c1
    89µM*	?
40	COc1ccc(NC(=O)CC2Nc3ccccc3NC2=O)cc1 (stereo not drawn)
    -8%	-3%
41	Cc1cc(CS(=O)(=O)CC(=O)NC2CCCCCC2)no1
    -7%	-1%
42	CCOc1ccc(C(=O)Nc2ccc3oc(-c4ccc(C)cc4C)nc3c2)cc1Br
    -12%	-3%
43	Cc1nc2c(c(C)c1CCC(=O)NCc1ccccc1)c(=O)n(C)c(=O)n2C
    -1%	11%
44	COc1ccc(NC(=O)CCCN2C(=O)CCn3nc(-c4cn(C)c5ccccc45)cc32)cc1
    ?	-23%
45	CCNC(=O)COc1ncnc2c(Cl)cc(Cl)cc12
    -2%	-1%
46	CC(C)NC(=O)C(=O)Nc1ccc2c(c1)N(C)C(=O)CO2
    -5%	2%
47	Cc1ccc(-c2cc(C)c(C)cc2C)nc1
    6%	9%
48	O=C(Cc1c[nH]c2ccccc12)NC1CCCCCC1
    -3%	5%
49	O=C(c1ccc(CSc2nc3ccncc3n2Cc2cccc(F)c2)cc1)N1CCCCCC1
    -2%	-27%
50	COc1cc(OC)c(NC(=O)Cn2c(=O)c(C(F)(F)F)nc3ccccc32)cc1Cl
    -2%	4%
51	COc1ccccc1NC(=O)Cn1c(SCC(=O)N(C)c2ccccc2)nc2ccccc21
    -12%	12%
52	O=C(O)CCC(=O)OCCCc1ccccc1
    -2%	3%
53	CCOc1ccc(CCNC(=O)c2ccc3c(Cl)c4c(nc3c2)CCCC4)cc1
    -9%	4%
54	CCCNc1c(NC(=O)COc2ccc(C)cc2)c(=O)oc2ccccc12
    4%	5%
55	CCc1ccc(Nc2nc3ccccc3nc2NS(=O)(=O)c2ccccc2)cc1
    3%&1%	28µM*!
56	O=C(Nc1ccc2c(c1)CCC2)C1(c2ccc(F)cc2)CCC1
    -6%	-6%
57	O=S1(=O)CC=C(CBr)C1
    -4%	6%
58	COc1ccc(CCN2C(=O)CN(C3CCCCCC3)C(=O)C2c2ccc(OC(C)C)c(OC)c2)cc1OC (stereo not drawn)
    0%[57.5 µM]	-5%
59	CCCC(=O)N1CCN(c2nc3ccc(F)cc3s2)CC1
    5%	3%
60	Cc1ccc2oc(=O)c(-c3nc(-c4cccs4)no3)cc2c1
    2%&0%	8%&7%

Gathered by group: the entries above with a cyano group (three)
Values run as follows: UDG counter	AID inhibitor
17	CCOC(=O)N1CCN(c2nc3ccccc3nc2C(C#N)C(=O)NC2CCCCC2)CC1 (stereo not drawn)
    -2%	-9%
29	N#CC1(C(=O)Nc2ccc(C(=O)Nc3ccccc3)cc2)CCCC1
    3%	-1%
36	CC(C)CNC(=O)CN1CCN(c2cccc(Cl)c2C#N)CC1
    11%	1%

Two of the compounds above, tab-delimited:
entry	mol	UDG counter	AID inhibitor
37	Cc1cc(Cl)ccc1OCc1cc(=O)n2c3c(sc2n1)CCCC3	0%	14%
46	CC(C)NC(=O)C(=O)Nc1ccc2c(c1)N(C)C(=O)CO2	-5%	2%

Laid out differently: entries from further up
#54 CCCNc1c(NC(=O)COc2ccc(C)cc2)c(=O)oc2ccccc12
#52 O=C(O)CCC(=O)OCCCc1ccccc1
#32 COc1cc2nc(NCC(C)c3ccccc3)n3nc(-c4ccccc4)nc3c2cc1OC (stereo not drawn)
#36 CC(C)CNC(=O)CN1CCN(c2cccc(Cl)c2C#N)CC1
#44 COc1ccc(NC(=O)CCCN2C(=O)CCn3nc(-c4cn(C)c5ccccc45)cc32)cc1

entry no. | 54 | 52 | 32 | 36 | 44
UDG counter | 4% | -2% | ? | 11% | ?
AID inhibitor | 5% | 3% | ? | 1% | -23%

Remaining list, next part:
Values run as follows: UDG counter	AID inhibitor
61	Cc1ccc(C)c(OC(=O)CSc2nnc(-c3cccs3)o2)c1
    5%	-5%
62	CNC(=O)COc1cccc(N)c1
    -12%	54%[activator]
63	CN(CC(=O)N1CCCC1)C(=O)c1ccc(S(=O)(=O)NCc2ccco2)cc1
    -4%	-1%
64	Cc1ccc(C)c(C(=O)OCC(=O)NC2CCC(C)CC2)c1 (stereo not drawn)
    9%	-2%
65	Cn1c(=O)c2c(ncn2CC(=O)Nc2ccccc2C(=O)NC2CC2)n(C)c1=O
    -3%	2%
66	COc1ccc(Br)cc1C(=O)Nc1nc2ccc(F)cc2s1
    7%	11%
67	CCc1ccc(NC(=O)Cn2c(=O)c(-c3ccccc3NC(C)=O)nc3ccccc32)cc1
    ?	7%
68	COCCCNC(=O)CN(C)C(=O)CCc1ncc(-c2ccccc2)o1
    5%	2%
69	Cc1cc(OC(C)C(=O)N(Cc2ccco2)Cc2ccccc2F)cc(C)c1Cl (stereo not drawn)
    -11%[57.5 µM]	?
70	O=C(Nc1c(C(=O)N2CCN(c3ccccc3F)CC2)oc2ccccc12)c1ccc(Br)o1
    4%	-18%
71	CCOC(=O)c1cccc(NC(=O)CC(c2ccc(F)cc2)N2Cc3ccccc3C2=O)c1 (stereo not drawn)
    -8%[57.5 µM]	5%
72	Cc1ccc(NC(=O)c2nc(S(C)(=O)=O)ncc2N(Cc2ccco2)Cc2ccccc2F)c(C)c1
    14%	3%
73	CCn1cc(C(=O)NCCCN(CC(C)C)CC(C)C)c(=O)c2cc(S(=O)(=O)N3CCc4ccccc4C3)ccc21
    1%	3%
74	Cc1cccc(C)c1NC(=O)C1CCCN1S(=O)(=O)c1ccccc1 (stereo not drawn)
    -15%[57.5 µM]	18%
75	CCCOc1ccc(CNC(=O)C(C)n2nc(C)n3c(cc4occc43)c2=O)cc1 (stereo not drawn)
    -10%	-5%
76	CC(=O)Nc1ccc(/C(C)=N\OCC(=O)NC(C)c2ccccc2)cc1 (stereo not drawn)
    -2%	-11%
77	CCC(=O)Nc1ccc(-c2csc(Nc3ccc(OC)cc3)n2)cc1
    5%	3%
78	Cc1ccc(N2CC(C(=O)NCc3nnnn3-c3ccc(C)c(C)c3)CC2=O)cc1C (stereo not drawn)
    -17%	-14%
79	CCC(=O)N1CCc2cc(Br)cc(S(=O)(=O)Nc3ccc(C)cc3C)c21
    4%[57.5 µM]	13%
80	CCc1cc(=O)oc2c(C)c(OCC(=O)NCCc3ccc(S(N)(=O)=O)cc3)ccc12
    7%	0%
81	Cc1ccc(C2CC(=O)C3=C(C2)OC(N)=C(C#N)C32C(=O)Nc3ccccc32)cc1 (stereo not drawn)
    -1%	11%
82	Cc1ccc(CN2CCC(CNC(=O)Nc3ccc(C)c(C)c3)C2)cc1 (stereo not drawn)
    -16%	?
83	CN(C)CCOC1CC2CCC1(C)C2(C)C (stereo not drawn)
    -3%	-4%
84	Cc1ccc(CNC(=O)c2oc3c(c2C)-c2nn(Cc4ccc(Cl)cc4)cc2CC3)cc1
    -6%[57.5 µM]	31%[activator]
85	COc1ccc(OCCOC(=O)Cc2coc3cc4c(cc23)CCC4)cc1
    7%	-4%
86	O=C(c1noc2c1CCCCC2)N1CCN(c2cccc(C(F)(F)F)c2)CC1
    -12%	?
87	CCOc1ccc(NC(=O)c2oc3ccccc3c2NC(=O)c2cc(C)cc(C)c2)cc1
    -2%	2%
88	COC(=O)C1=CN(c2cccc(C(F)(F)F)c2)C=C(C(=O)OC)C1c1ccc(F)cc1
    4%	-3%
89	N#CCOc1ccc2[nH]cc(C(C(=O)O)N3CCN(Cc4cccc(Cl)c4)CC3)c2c1 (stereo not drawn)
    5%	5%
90	COC(=O)COc1ccc(-c2nnc(Nc3ccc(OC)cc3)c3ccccc23)cc1
    -8%	-23%

More structures follow.
Values run as follows: UDG counter	AID inhibitor
91	Cc1ccc(S(=O)(=O)N(C)CC(=O)Nc2ccccc2OC(F)(F)F)cc1
    -4%	0%
92	CC1=C(C(=O)Nc2cccc(C(F)(F)F)c2)C(c2ccc(OC(F)F)cc2)NC(=O)N1 (stereo not drawn)
    -4%	-13%
93	Cc1ccccc1S(=O)(=O)N(CC(O)CN1CCCCC1)c1ccccc1 (stereo not drawn)
    ?	-10%
94	C#CCNS(=O)(=O)c1ccc(CCC(=O)O)cc1
    0%	1%
95	COc1cccc(CNC(=O)c2cc(C)cc(C)c2)c1
    -1%	-12%
96	O=C(Nc1cccc2cccnc12)c1cc(-c2ccccc2)nc2ccccc12
    -12%	-8%
97	CC(Oc1ccccc1Cl)C(=O)c1c[nH]c2ccccc12 (stereo not drawn)
    -6%	-11%
98	CCOC(=O)c1c(S(=O)(=O)N2CCCC(C(=O)Nc3ccccn3)C2)c(C)n(C)c1C (stereo not drawn)
    -15%	-1%
99	CCCCCC1CCC(C(=O)Oc2ccc(C#N)cc2)CC1 (stereo not drawn)
    -4%	-10%
100	CC(C)C(=O)NC(NC(C)(C)C)C(Cl)(Cl)Cl (stereo not drawn)
    6%	-9%
101	CC(O)CNS(=O)(=O)c1ccc(Cl)c(Cl)c1 (stereo not drawn)
    11%	1%
